# Bioassay records (PubChem BioAssay)
# b-catenin transl – modulators of beta-catenin nuclear translocation, primary screen, imaging, HeLa cells, immunofluorescence, high-content. nuclear translocation activity, % at 5 µM. actives 0.3% (n = 190,000). AID 1665, 2009;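 active = nuclear translocation activity above 50% at 5 µM, with a well cell count of 50 or more; inconclusive = wells under 50 cells across six images, flagged as toxic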;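 note: per-cell ratio of nuclear to cytoplasmic median beta-catenin stain intensity; plate controls were DMSO negative control for no effect and GSK-3 inhibitor IX positive control for full effect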
#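 System: HeLa cells, endogenous beta-catenin; compound dosing: 5 µM primary single dose, 0.1% DMSO, 0.02–20 µM confirmation series; incubation: 24 h compound exposure at 37°C, 5% CO2; signal: beta-catenin immunofluorescence imaging with DAPI; evaluation: % activation, nuclear-to-cytoplasmic median beta-catenin signal ratio per cell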
# P. falciparum M17LAP – P. falciparum M17LAP inhibitors, primary screen, biochemical, fluorogenic H-Leu-NHMec substrate, 1536-well (AID 1619). Leucine aminopeptidase (Plasmodium falciparum (isolate 3D7)). recombinant M17LAP, H-Leu-NHMec fluorogenic kinetic assay; higher % means a stronger effect. one-dose inhibition, % at 30 µM; IC50 in µM for titrated hits. actives 0.38% (n = 220,000);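 active = compound inhibiting the enzyme by more than half at any dose during confirmatory dose-response retesting; inconclusive = strong single-dose inhibitors picked by rank but not retested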;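 note: plate controls were full reaction with DMSO carrier for no effect and no enzyme background for full effect; strong numbers were not always called active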
# Yfh1-off respiration – enhancers of respiration in Yfh1-depleted yeast, dose response, Friedreich's ataxia, plus single-dose screen (AID 1465); S. cerevisiae Yfh1-off respiration, WST-1 reduction, 72 h; higher fold induction means a stronger effect; fold induction at 50 µM; hits with a dose series show EC50 in µM; actives 0.074% (n = 220,000);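 active = fold induction of absorbance versus untreated yeast above a set limit, then at least 30% activation at any dose in follow-up; inconclusive = repeats straddling the limit, or above it without dose testing; inactive = fold induction below the set limit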;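 note: activators that raise dye reduction in frataxin-depleted yeast; strong numbers were not always called active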
# NOD1 inhibition – NOD1 signaling inhibitors, primary screen, cell-based, luminescence, uHTS (AID 1578); NOD1-driven NF-kB luciferase reporter cells, luminescence; higher % means a stronger effect; one-dose inhibition, % at 4 µM; EC50 in µM for titrated hits; actives 1% (n = 290,000); in the data active = inhibition mostly above about 36%, no sharp cut-off; inactive = mostly below about 34%;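 note: HEK-293T reporter cells stimulated with the NOD1 agonist gamma-tri-DAP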
# Dynein cargo inh – inhibitors of GR-EGFP nuclear translocation, primary screen, dynein cargo transport inhibitor project, imaging, high-content, 3617.4 mouse cells; test concentration mostly 20 µM; stimulated with dexamethasone, 1 µM; hits give low values; z-score, hits read low; actives 0.47% (n = 220,000);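 active = plate z-score of nuclear minus cytoplasmic receptor signal below a set negative limit, without overly bright fluorescence or cell loss, cut at about -3.5 in these data, passing the limit was not always enough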;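 note: z-score of nuclear minus cytoplasmic ring GR-EGFP intensity difference per well; some compounds called inactive have numbers as strong as hits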
#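 Buffer or medium: tet-free, stripped-serum medium; reagent: dexamethasone at 1.0 µM final, 30 min; incubation: 48 h induction, 1 h compound, 30 min dex at 37 °C; measured by: formaldehyde fixation, Hoechst nuclear stain, 10x automated fluorescence imaging; read-out: nuclear-to-cytoplasmic GR-EGFP distribution per well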
# Autophagy HCS – autophagy modulators in MEF cells, primary screen, imaging, high-content, MEF GFP-LC3; MEF GFP-LC3 puncta imaging; test concentration mostly 10 µM; calls only at 10 µM (by protocol); actives 0.98% (n = 190,000); AID 463193, 2010;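 active = percentage of spot-positive cells more than 3 SD above its plate mean, without a fluorescence outlier flag or 80% toxicity; inconclusive = no clear call, values can overlap the other calls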;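 note: spot-positive cell cutoff set from DMSO-treated cells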
# MT stabilize HCS – microtubule stabilizers in HeLa cells, primary screen, imaging, high-content imaging; % tubulin-high responders, % at 10 µM; actives 0.83% (n = 200,000); HeLa tubulin immunostaining HCS, 24 h; share of cells brighter than vehicle mean+2SD; AID 2205, 2009;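 active = plate Z-score above 3 for both tubulin-high and condensed-nucleus cell shares, with cell loss under 80%, at 10 µM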;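 note: anti alpha tubulin signal scored within the nucleus-defined area of each cell; some results filed as inactive read as strong as hits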
# Insulin prom up – insulin promoter activators in MIN6 cells, imaging, high-content screening, mouse beta cells | actives 0.3% (n = 190,000) | z-score at 5 µM | AID 1625, 2009 | MIN6 insulin promoter-GFP reporter; hits give high values;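 active = z-score above 3 at 5 µM with at least 500 cells counted in the well; inconclusive = wells under 500 cells, flagged as cytotoxic or low count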
# NOD2 inhibition – NOD2 signaling inhibitors, cell-based, luminescence, uHTS, HEK293 (AID 1566). HEK293 NOD2/NF-kB luciferase reporter, luminescence; higher % means a stronger effect. one-dose inhibition, % at 4 µM; EC50 in µM for titrated hits. actives 0.63% (n = 290,000); in the data active = inhibition above about 50%; note: many of its hits are not listed in these tables
# Dynein cargo inh cytoplasmic EGFP – recorded beside Dynein cargo inh, whose call it bears; z-score; measured here: cytoplasmic GR-EGFP intensity; hits give high values
# Dynein cargo inh nuclear GR-EGFP – further read-out of Dynein cargo inh, marked with its call; z-score; measured here: nuclear GR-EGFP intensity;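 lower value marks the stronger effect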
# Dynein cargo inh cell count – also measured in Dynein cargo inh; calls as there; z-score; measured here: cell count per field
# Insulin prom up cell count – further read-out of Insulin prom up, marked with its call; cell count; measured here: cytotoxicity, nuclei count;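 total cells summed across four imaged fields per well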
# b-catenin transl cell count 5 µM – also measured in b-catenin transl; calls as there; cell count; measured here: cell count, cytotoxicity flag
# MT stabilize HCS Hoechst-high % – further read-out of MT stabilize HCS, marked with its call; % Hoechst-high responders; measured here: nuclear condensation Hoechst responders;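 share of cells brighter than vehicle mean plus two SD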
# MT stabilize HCS cytotoxicity % – further read-out of MT stabilize HCS, marked with its call; toxicity, %; measured here: cytotoxicity by cell density;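 0% = mean cell density of plate MIN control wells and 100% = no cells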
# Autophagy HCS cell loss 18 h – further read-out of Autophagy HCS, marked with its call; toxicity, %; measured here: cell loss, nuclei count;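 cell loss after 18 h compound exposure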
# Numbers without * were called inactive; i = inactive; ? = inconclusive; . = not tested or not shown. An excerpt; rates above refer to the full screens.
SMILES,b-catenin transl,b-catenin transl cell count 5 µM,P. falciparum M17LAP,Yfh1-off respiration,NOD1 inhibition,Dynein cargo inh,Dynein cargo inh cytoplasmic EGFP,Dynein cargo inh nuclear GR-EGFP,Dynein cargo inh cell count,Autophagy HCS,Autophagy HCS cell loss 18 h,MT stabilize HCS,MT stabilize HCS Hoechst-high %,MT stabilize HCS cytotoxicity %,Insulin prom up,Insulin prom up cell count,NOD2 inhibition
Cc1ccc(C(=O)Nc2ccc3c(c2)OCO3)cc1S(=O)(=O)N1CCCC1,0.2,1068,12%,i,-45%,-0.54,-0.23,-0.23,-0.36,i,-7,1.6,1.8,0.9,-0.19,1720,-29%
CCN(CC(=O)NC(C)(C)C)C(=O)C(c1ccccc1)c1ccccc1,-0.4,1047,-6%,i,-34%,0.51,-0.37,0.44,0.47,i,14,3.5,2.8,23,-0.52,1265,0%
Cc1ccc(/C=C2\S/C(=N/S(=O)(=O)c3cccs3)NC2=O)cc1,0.6,1312,23%,i,10%,-0.3,-0.26,-0.27,0.3,.,.,.,.,.,0.19,1114,20%
O=C(Nc1nc(-c2cccs2)cs1)c1ccc(S(=O)(=O)N2CCCCC2)cc1,2.1,952,-4%,i,61%,-0.41,-0.032,-0.074,0.35,i,-4,2.1,3.9,5.9,1.1,1571,1%
NC1=C(c2ccc([N+](=O)[O-])cc2)C(=O)CO1,.,.,9%,i,-19%,-0.69,-0.22,-0.39,-0.027,i,-9,2.7,2.6,6.4,1.2,1168,3%
COC(=O)c1c(NC(=O)/C=C/C(=O)O)sc(C)c1-c1ccc(C)cc1,0.4,1576,15%,i,-15%,-0.94,0.34,-0.53,-1.3,i,6,2.2,1.0,1.5,0.02,1418,-2%
CCN(CC)S(=O)(=O)c1ccc(Cl)c(NC(=O)COc2ccccc2[N+](=O)[O-])c1,0.1,972,-1%,i,-25%,-0.72,-0.27,-0.56,0.47,i,3,1.8,3.2,7.9,0.16,1285,-15%
COc1cccc(Cn2c(-c3cccs3)noc2=O)c1,-5.2,1159,7%,i,-10%,-0.76,-0.25,-0.15,0.17,i,-9,7.7,4.4,7.6,-0.35,1195,7%
Cn1c(/N=C/c2c[nH]c3ccccc23)nc2ccccc21,0.3,1083,6%,i,-7%,0.76,-0.16,0.65,-0.94,i,12,1.9,1.7,13,-0.29,1177,-7%
Cc1ccc(C)c(-n2nnnc2SCC(=O)Nc2cccc(-c3nnc4n3CCCCC4)c2)c1,-7.6,979,-8%,i,-43%,0.099,-0.39,-0.12,0.29,i,-9,8.0,2.3,7.0,0.25,1268,2%
Nc1c(S(=O)(=O)c2cccs2)c2nc3ccccc3nc2n1CC1CCCO1 (stereo not given),-0.9,1004,-10%,i,-28%,1.2,0.53,0.82,-0.063,i,-9,2.4,1.1,23,0.11,1197,-7%
O=C(CSc1nnc(NC(=O)Cc2ccccc2)s1)NCc1ccco1,-2.4,1031,3%,i,-18%,-0.13,-0.22,-0.057,0.34,i,10,1.9,1.8,12,1.1,1604,5%
CCCCn1c(=O)c2ccccc2c2ccccc2c1=O,.,.,7%,i,-12%,0.27,-0.22,0.061,0.44,i,4,1.6,1.5,3.5,1.4,1250,-6%
COc1ccc(NC(=O)/C=N/O)cc1,-3.4,1106,11%,i,-36%,-0.49,-0.35,0.21,1.2,i,14,3.9,2.0,1.8,0.25,1246,18%
COC(=O)c1ccc(C(=O)OC)c(NS(C)(=O)=O)c1,0.5,1000,-3%,i,-16%,-0.22,1.7,0.7,0.86,i,-6,3.9,2.9,5.2,-0.3,1355,-7%
CC(C)(C)S(=O)(=O)c1cnc(-c2ccc(Cl)cc2)nc1N,1.5,1341,2%,i,-8%,0.31,-0.27,0.14,0.24,.,.,.,.,.,-1.6,1331,-58%
COCCn1c(=O)[nH]c2cc(C(=O)NC(C)C)ccc2c1=O,-3.7,1431,21%,i,-10%,-0.37,-0.2,0.38,0.25,i,13,2.5,3.6,3.3,1.3,1538,6%
Nc1cccc(C(=O)Nc2ccc3nc(-c4cccnc4)[nH]c3c2)c1,-0.5,595,25%,i,-23%,-0.66,-0.27,0.23,0.38,i,9,2.2,1.5,6.2,0.17,1175,15%
CCS(=O)(=O)N1CCN(Cc2ccc([N+](=O)[O-])cc2)CC1,.,.,3%,i,-21%,-0.33,-0.28,-0.31,0.67,i,12,4.1,1.8,11,1.2,1391,4%
CCOC(=O)c1c(C)[nH]c(/C(C)=N/O)c1C,-4.3,678,0%,i,-6%,-0.68,-0.51,-0.29,0.58,i,4,6.4,1.5,8.6,0.45,1176,-49%
O=C1c2ccccc2NC2CCCCCN12 (stereo not given),2.0,1229,-18%,i,-26%,-0.55,-0.037,-0.029,0.85,i,-3,1.9,2.2,6.2,0.67,1192,1%
COc1cccc(Nc2nc(CC(C)=O)ns2)c1,-1.2,1319,7%,i,14%,-0.32,-0.25,-0.054,1.1,i,0,3.6,1.6,4.3,1,1579,-25%
Cc1cc(Cc2ccc(N)c(C)c2)ccc1N,0.8,1245,16%,i,6%,-0.46,-0.24,0.19,0.25,.,.,.,.,.,-1.3,985,23%
O=C(c1ccccc1)c1ccccc1N1C(=O)C=CC1=O,-0.7,1162,5%,i,8%,-4.4*,1.4*,-2.4*,-0.62*,.,.,.,.,.,-0.72,1382,22%
COCCCNC(NC(=O)c1ccc(Br)cc1)C(Cl)(Cl)Cl (stereo not given),2.2,1157,0%,i,-8%,-0.18,-0.26,-0.33,-0.051,i,-50,2.8,2.8,8.2,0.61,1521,0%

# Reprinted from the part before: two entries, then new ones.
SMILES,b-catenin transl,b-catenin transl cell count 5 µM,P. falciparum M17LAP,Yfh1-off respiration,NOD1 inhibition,Dynein cargo inh,Dynein cargo inh cytoplasmic EGFP,Dynein cargo inh nuclear GR-EGFP,Dynein cargo inh cell count,Autophagy HCS,Autophagy HCS cell loss 18 h,MT stabilize HCS,MT stabilize HCS Hoechst-high %,MT stabilize HCS cytotoxicity %,Insulin prom up,Insulin prom up cell count,NOD2 inhibition
O=C(c1ccccc1)c1ccccc1N1C(=O)C=CC1=O,-0.7,1162,5%,i,8%,-4.4*,1.4*,-2.4*,-0.62*,.,.,.,.,.,-0.72,1382,22%
COCCCNC(NC(=O)c1ccc(Br)cc1)C(Cl)(Cl)Cl (stereo not given),2.2,1157,0%,i,-8%,-0.18,-0.26,-0.33,-0.051,i,-50,2.8,2.8,8.2,0.61,1521,0%
Cc1cc(C)n(C2CC(=O)N(c3ccc(Cl)c(Cl)c3)C2=O)n1 (stereo not given),-4.7,1231,0%,i,-14%,-1.2,0.016,-0.61,0.85,.,.,.,.,.,-0.67,1432,3%
CN(c1ccc(C(=O)NCCSC(C)(C)C)cc1)S(C)(=O)=O,.,.,5%,i,-38%,-1.2,0.15,-0.64,-0.014,i,26,3.0,1.7,6.0,0.23,1280,-62%
COC(=O)c1cccc(NS(C)(=O)=O)c1,-0.2,1325,-7%,i,-5%,0.31,-0.24,0.17,0.1,.,.,.,.,.,0.25,1158,-1%
CN(CC(=O)O/N=C(\N)c1ccc([N+](=O)[O-])cc1)S(=O)(=O)c1ccccc1,.,.,0%,i,-12%,0.85,0.25,0.19,-0.62,i,-10,1.6,2.1,5.3,.,.,2%
COc1ccc(CCNC(=O)C(C)c2ccc([N+](=O)[O-])cc2)cc1 (stereo not given),-0.3,1094,2%,i,-25%,-0.018,-0.23,0.17,-0.33,i,11,1.9,1.4,4.1,-0.25,1636,9%
O=C(NNC1=NS(=O)(=O)c2ccccc21)c1ccc(Cl)cc1,-2.4,1069,35%,i,-8%,-0.57,-0.26,-0.34,0.5,i,5,1.1,1.3,1.4,0.01,1670,11%
COc1cccc(OCCc2c(C)n[nH]c2C)c1,-3.5,1130,-1%,i,-7%,-0.61,-0.29,-0.17,0.9,i,8,3.0,1.8,7.9,0.11,1200,1%
COc1ccc(/C=C/C(=O)OCc2cc(=O)n3c(n2)sc2ccccc23)cc1,2.1,1068,-8%,i,-18%,-0.3,-0.26,-0.21,0.51,i,-7,4.6,3.1,6.4,0.05,1439,13%
CCCCn1c(-c2csc3ccccc23)n[nH]c1=S,-6.3,1186,-3%,.,5%,0.42,-0.22,0.72,0.56,i,0,1.9,1.3,7.3,-0.77,961,-1%
CC1CCCCN1c1ncnc2ccccc12 (stereo not given),-5.2,1219,10%,i,35%,0.34,0.19,0.64,-1,i,30,2.5,1.7,4.8,?,.,20%
O=C(Nc1ccc(N2CCOCC2)c(Cl)c1)C1CCCCC1,-0.5,1131,17%,i,-8%,-0.67,-0.2,-0.13,0.5,i,-1,4.0,4.1,6.8,0.55,987,-20%
Cc1cc(C)c(C#N)c(Cl)n1,-1.0,890,7%,i,-20%,-0.038,-0.25,0.019,0.36,i,17,2.9,1.3,7.2,1.9,1411,-8%
Cc1ccc(C(=O)N(Nc2nc3ccccc3s2)C(=O)c2ccc(C)cc2)cc1,0.4,520,7%,i,-2%,0.68,-0.24,0.5,-0.12,i,-2,1.6,0.7,9.7,0,1306,-23%
